Screening results deposited in PubChem BioAssay by several laboratories.
MEP2-GFP yeast – modulators of MEP2-GFP levels in yeast, primary screen, S. cerevisiae, multiplex flow cytometry, MLPCN library. S. cerevisiae MEP2-GFP strain, 3 h; 100% = DMSO control level. GFP response vs DMSO, % at 10 µM. 330,000 tested, 0.51% active;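 active = GFP response versus DMSO above a set limit, roughly screen mean plus 3 SD, cut at about 180% in these data; inconclusive = fewer than 70 cells counted for a yeast strain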;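 also: median GFP fluorescence of the barcode-gated MEP2-GFP cells per well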
LAP4 TOR yeast – modulators of LAP4-GFP expression in yeast, primary screen, S. cerevisiae, multiplex flow cytometry, MLPCN library | 3 h; median GFP as percent of DMSO wells | 320,000 tested, 0.34% active | AID 2023, 2009 | GFP response vs DMSO, % at 10 µM;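 active = GFP response vs DMSO above a set limit, about the screen mean plus 3 SD, cut at about 150% in these data; inconclusive = under 70 cell events counted for the yeast strain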
proCasp7 act – procaspase-7 activators, primary screen, counter-screen for procaspase-3 activator project, biochemical, absorbance, HTS, human; activation, % at 8.5 µM; recombinant procaspase-7, Ac-DEVD-pNA absorbance 405 nm; D23A/D198A/D206A triple mutant, cannot self-cleave; scale: DMSO 0, 5 µM enzyme 100; 330,000 tested, 0.093% active;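 active = percent activation above the screen-wide mean plus 3 SD, cut at about 25% in these data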
Target sequence (P55210 whole entry D23A/D198A/D206A): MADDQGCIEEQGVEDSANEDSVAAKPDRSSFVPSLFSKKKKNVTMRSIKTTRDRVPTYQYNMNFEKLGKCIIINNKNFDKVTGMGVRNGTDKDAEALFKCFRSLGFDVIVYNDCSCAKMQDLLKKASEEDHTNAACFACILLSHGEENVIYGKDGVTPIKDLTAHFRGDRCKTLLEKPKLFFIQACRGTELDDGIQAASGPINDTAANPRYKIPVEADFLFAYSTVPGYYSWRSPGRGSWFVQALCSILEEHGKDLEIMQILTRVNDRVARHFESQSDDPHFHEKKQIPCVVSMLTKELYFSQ
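Assay system: Uncleavable procaspase-7 mutant enzyme; Input: 2 µM procaspase-7 mutant as dispensed; Also added: DEVD-pNA substrate; Medium: Zinc-free HEPES pH 7.4 with 300 mM NaCl, 0.01% Triton X-100; Timing: 1 h compound preincubation, 2 h substrate cleavage, 25 °C; Measured by: Epi-absorbance of released pNA at 405 nm, two timepoints.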
RPL19A-GFP yeast – RPL19A-GFP expression modulators in yeast, primary screen, cell-based, S. cerevisiae, multiplex flow cytometry, MLPCN. S. cerevisiae RPL19A-GFP strain, 3 h; active compounds read low. percent response vs DMSO, % at 10 µM. 330,000 tested, 0.3% active. AID 2025, 2009;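 active = percent response vs DMSO below 50%; inconclusive = fewer than 70 events counted for the yeast strain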;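 also: median channel GFP fluorescence of the barcoded RPL19A-GFP strain; ratio of sample median GFP to plate DMSO average so 100% = DMSO; lower means less RPL19A-GFP as with rapamycin TOR inhibition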
AHR activator – AHR activators, primary screen, cell-based, luminescence, luciferase reporter, human; AHR-responsive luciferase reporter cells; Aryl hydrocarbon receptor (Homo sapiens), P35869; 320,000 tested, 2.5% active; activation, % at 5 µM; in the data active = activation above about 47%;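 also: 0% = vehicle wells and 100% = reference agonist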
Target sequence (P35869 whole entry, looked up): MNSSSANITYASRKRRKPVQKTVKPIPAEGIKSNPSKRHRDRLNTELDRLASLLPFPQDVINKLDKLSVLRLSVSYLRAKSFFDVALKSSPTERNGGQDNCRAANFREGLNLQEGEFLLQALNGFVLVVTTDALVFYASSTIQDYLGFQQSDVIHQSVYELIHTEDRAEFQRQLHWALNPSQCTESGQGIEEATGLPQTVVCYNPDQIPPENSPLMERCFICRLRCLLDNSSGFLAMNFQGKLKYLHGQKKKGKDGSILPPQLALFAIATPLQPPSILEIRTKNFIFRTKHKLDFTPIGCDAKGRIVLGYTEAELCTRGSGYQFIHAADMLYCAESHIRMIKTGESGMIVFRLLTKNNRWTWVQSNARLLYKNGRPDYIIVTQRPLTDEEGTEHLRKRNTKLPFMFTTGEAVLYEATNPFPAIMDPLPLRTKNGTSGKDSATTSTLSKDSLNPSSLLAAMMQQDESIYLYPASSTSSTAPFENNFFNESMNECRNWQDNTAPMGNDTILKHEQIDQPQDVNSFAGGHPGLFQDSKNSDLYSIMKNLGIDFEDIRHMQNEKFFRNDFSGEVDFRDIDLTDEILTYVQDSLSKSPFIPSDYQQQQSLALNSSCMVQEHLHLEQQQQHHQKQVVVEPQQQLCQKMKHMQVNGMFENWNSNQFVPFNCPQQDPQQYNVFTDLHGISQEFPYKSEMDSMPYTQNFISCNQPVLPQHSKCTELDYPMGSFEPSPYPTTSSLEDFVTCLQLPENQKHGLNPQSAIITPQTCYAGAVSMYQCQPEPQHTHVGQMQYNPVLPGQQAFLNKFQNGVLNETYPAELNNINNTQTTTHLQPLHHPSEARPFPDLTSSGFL
AGP1 TOR yeast – modulators of AGP1-GFP expression in yeast TOR pathway, primary screen, cell-based, multiplex flow cytometry, S. cerevisiae, MLPCN library; 3 h; GFP as percent of DMSO wells; GFP response vs DMSO, % at 10 µM; 320,000 tested, 0.02% active; AID 2066, 2009;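 active = GFP response relative to DMSO above a set limit, near screen average plus 3 SD, cut at about 150% in these data; inconclusive = fewer than 70 cells counted for the yeast strain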;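 also: median GFP channel fluorescence of the gated AGP1 strain per well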
CIT2 TOR yeast – modulators of CIT2-GFP expression in yeast, primary screen, S. cerevisiae, GFP fusion, multiplex flow cytometry, MLPCN library; S. cerevisiae CIT2-GFP strain, 3 h; 100 means same as DMSO wells; GFP response vs DMSO, % at 10 µM; 320,000 tested, 0.065% active; AID 2029, 2009;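 active = GFP response relative to DMSO above a set limit, near the screen mean plus 3 SD, cut at about 150% in these data; inconclusive = Fewer than 70 cells measured for a yeast strain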;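 also: ratio of well median GFP fluorescence to mean of DMSO wells on the plate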
procasp3 activ – activators of human procaspase-3 D3A mutant, primary screen, biochemical, absorbance, PC-3 D3A mutant, single concentration. 330,000 tested, 0.11% active. AID 463141, 2010. recombinant procaspase-3 D3A, Ac-DEVD-pNA absorbance 405 nm. activation, % at 8.5 µM;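 active = activation above the mean of all tested compounds plus 3 SD, cut at about 21% in these data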;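 also: 0% = DMSO alone and 100% = DMSO wells spiked with extra 5 µM PC-3 D3A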
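Test system: Procaspase-3 D3A mutant; medium: Zinc-free HEPES/NaCl buffer with 0.01% Triton X-100 at pH 7.4; reagent: DEVD-pNA substrate; doses: one concentration, 8.5 µM nominal, 0.8% DMSO; times: 1 h preincubation plus 2 h reaction at 25 °C; signal: Epi-absorbance at 405 nm of released p-nitroaniline, 0 and 120 min; replicates: singlicate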
An asterisk follows results filed as active; ? = inconclusive; . = no result given; [ ] = remark or other dose. Not a hit list. Share with any hit: about 3.5%.

SMILES	MEP2-GFP yeast	LAP4 TOR yeast	proCasp7 act	RPL19A-GFP yeast	AHR activator	AGP1 TOR yeast	CIT2 TOR yeast	procasp3 activ
C/C(=N\NC(=O)c1ccccc1C)c1cccc([N+](=O)[O-])c1	102	101	4	99	9	103	103	-5
COc1ccc(C)cc1N(CC(=O)Nc1cccc(N(C)S(C)(=O)=O)c1)S(C)(=O)=O	105	94	7	101	0	107	100	3
Cc1ccc(CNC(=O)Cn2ncn3cccc3c2=O)cc1	100	111	-12	100	7	90	92	1
Nc1nn2c(C(F)(F)F)cc(=O)[nH]c2c1N=Nc1cccc(F)c1	99	97	-1	98	5	92	99	-8
Nc1nc2c(nc(Br)n2[C@@H]2O[C@@H]3COP(=O)(O)O[C@H]3[C@H]2O)c(=O)[nH]1	98	107	1	101	1	99	98	3
Cc1c(C(=O)N(Cc2nnc(-c3ccccc3Cl)o2)C2CC2)oc2ccccc12	102	110	-11	99	12	100	89	-6
O=C(O)/C(=C\c1ccc(Br)cc1)c1ccc(S(=O)(=O)N2CCCCC2)s1	111	102	-4	110	-2	108	109	6
CC(C(=O)Nc1ccccc1)N(C)Cc1cccs1 (configuration not stated)	104	91	9	96	4	89	98	6
COc1ccc(F)cc1C(=O)C1CCCN(C(=O)c2cccc(N(C)C)c2)C1 (configuration not stated)	103	109	1	109	1	111	108	1
Cc1ccc(NC(=O)Cn2c(=S)[nH]c3ccccc32)cc1	99	99	-6	98	30	100	100	-13
Cn1c(=O)c2c(ncn2CC(O)CO)n(C)c1=O (configuration not stated)	103	127	-2	99	0	85	78	3
COc1ccc(C(C)C)cc1S(=O)(=O)Nc1ncn[nH]1	102	95	-4	99	-1	99	104	4
COc1ccc(C(C#N)N2N=C(C)CC2(C)C)cc1 (configuration not stated)	107	102	9	98	3	101	98	1
Cn1c2c(c(=O)n(C)c1=O)C(c1ccccc1Cl)CC(=O)N2 (configuration not stated)	82	84	0	109	1	92	84	5
CCN(CC)C(=O)CSc1nnc2nnc3cc(OC)ccc3n12	103	104	0	98	10	104	97	4
O=C(NCC1CCCO1)c1ccc2c(c1)C(=O)N(C1CCCCC1)C2=O (configuration not stated)	109	107	1	101	2	105	103	10
Cc1cc(C)c(NC(=O)COC(=O)c2ccncc2)c(C)c1	111	98	-4	95	0	97	100	3
COCc1cc(C(C)=O)ccc1OC	101	99	3	91	-2	100	107	7
Cn1c(SCC(=O)NNC(=O)Nc2ccccc2)nnc1-c1ccccc1	85	91	6	89	0	95	87	3
Cc1c(NC(=O)c2cc3ccccc3c(=O)s2)c(=O)n(-c2ccccc2)n1C	100	100	5	99	13	100	98	-2
Cc1ccc(-c2nnc(CCC(=O)NCc3csc(C)n3)o2)s1	98	109	8	98	3	112	109	7
COc1cc(C2NC(=O)CCC2[N+](=O)[O-])cc(Br)c1OC (configuration not stated)	107	96	-1	103	0	94	98	-1
Cc1ccc(NC(=O)NC2CCN(CC(=O)Nc3nccs3)CC2)cc1	93	100	-1	100	3	103	99	0
COc1ccc(N(CC(=O)Nc2cc(OC)cc(OC)c2)S(=O)(=O)c2c(C)n[nH]c2C)cc1	111	105	-7	112	9	113	105	-2
CCC(CC)C(=O)NCCc1ccc(OC)c(OC)c1	96	97	-4	98	2	.	95	6
COc1cc2cc(CN(CCc3ccccc3C)C(=S)NCCCN(C)C)c(=O)[nH]c2cc1OC	91	96	7	95	2	94	98	2
COC(=O)C1=C(C)N(Cc2ccco2)C(=O)N[C@@H]1c1ccc(Br)cc1	99	123	2	101	3	90	95	-5
O=C(O)c1ccccc1C(=O)N1CCN(c2cccc(Cl)c2)CC1	89	89	7	95	2	95	82	-2
CCOC(=O)CCc1c(C)n[nH]c1C	100	90	-12	103	3	91	101	3
COc1ccc(-c2nc(CSCC(=O)N3CCc4ccccc43)c(C)o2)cc1OC	110	96	7	98	5	99	100	-1
O=C(c1cn(-c2ccccc2)nc1-c1cccnc1)N1CCCC(C(F)(F)F)C1 (configuration not stated)	103	102	10	99	1	96	90	-2
CCCCNC(=O)N1CCN(c2ncccn2)CC1	105	94	7	105	-2	107	103	-5
CCc1ccc(-n2c(SCC(=O)NC3CCS(=O)(=O)C3)nc3ccccc3c2=O)cc1 (configuration not stated)	98	95	-2	98	-1	98	99	2
COCCN1C(=O)C(=O)/C(=C(/O)c2cccc(OC)c2)C1c1ccc(C)o1 (configuration not stated)	86	91	-90	98	8	87	85	-52
CCCC(=O)N1CCN(c2ccc(NC(=O)c3ccc4c(c3)OCCO4)cc2)CC1	87	99	1	94	-4	92	90	4
Cc1ccccc1-n1c(=O)cc(N2CCCCCC2)[nH]c1=O	105	95	9	96	-3	105	96	5
COc1ccc(NC(=O)Nc2cccc(C(F)(F)F)c2)cn1	114	108	0	104	3	103	104	6
CCC(CO)Oc1cc(NC(=O)c2ccc(OC)cc2)c2ncn(C(C)C)c2c1 (configuration not stated)	99	98	8	100	1	104	106	-1
CC(C)CC(=O)Nc1ccccc1-c1nnn(CC(=O)N2CCOCC2)n1	109	99	8	104	1	103	107	-2
Cn1ncc([N+](=O)[O-])c1C(=O)Nc1ccccc1	102	89	5	107	27	105	115	4

Arranged by the number under CIT2 TOR yeast (falling): some entries from above.
SMILES	MEP2-GFP yeast	LAP4 TOR yeast	RPL19A-GFP yeast	AHR activator	AGP1 TOR yeast	CIT2 TOR yeast	procasp3 activ
Cn1ncc([N+](=O)[O-])c1C(=O)Nc1ccccc1	102	89	107	27	105	115	4
COc1ccc(N(CC(=O)Nc2cc(OC)cc(OC)c2)S(=O)(=O)c2c(C)n[nH]c2C)cc1	111	105	112	9	113	105	-2
COc1ccc(-c2nc(CSCC(=O)N3CCc4ccccc43)c(C)o2)cc1OC	110	96	98	5	99	100	-1

Further results:
SMILES	MEP2-GFP yeast	LAP4 TOR yeast	proCasp7 act	RPL19A-GFP yeast	AHR activator	AGP1 TOR yeast	CIT2 TOR yeast	procasp3 activ
CC(/C=N/O)Cc1ccc2c(c1)OCO2 (configuration not stated)	99	101	12	102	1	105	95	-4
COc1ccc(S(=O)(=O)NCCN2CCNC2=O)cc1OC	109	.	4	107	-2	.	.	3
Clc1ccc(-c2nnc3c4ccccc4nc(N4CCOCC4)n23)cc1Cl	97	107	-6	98	17	97	94	1
CCCC[n+]1c(C)sc2ccc(C)cc21	108	97	-11	104	-3	96	98	-13
CCOC(=O)C(C)Sc1nnc(CSc2nc3nc(C)cc(C)n3n2)o1 (configuration not stated)	103	96	4	106	2	104	105	-2
Cc1cc(=O)oc(C)c1C(=O)NCC1COc2ccccc2O1 (configuration not stated)	100	110	-1	101	0	110	98	11
CCc1cc(-c2n[nH]c(=S)n2C(C)c2ccccc2)cs1 (configuration not stated)	145[may fluoresce violet]	99[may fluoresce violet]	-22	75[may fluoresce violet]	-1	27[may fluoresce violet]	?	-10
COc1cc(NC(=S)NC(=O)CC(C)C)ccc1NC(=O)c1cc2ccccc2o1	98	90	4	89	1	92	90	-4
COc1ccc(CCNC(=O)COC(=O)c2sc(C)nc2C)cc1	104	100	-3	99	0	107	98	5
CC(=O)Nc1ccc(NC(=O)C(C)OC(=O)CCCOc2ccc(Cl)c(C)c2)cc1 (configuration not stated)	100[may fluoresce green]	94[may fluoresce green]	-4	100[may fluoresce green]	-1	104[may fluoresce green]	98[may fluoresce green]	0
O=C(O)COc1c(-c2ccc(Cl)cc2)oc2ccccc2c1=O	116	167*	-28	95	14	88	74	-4
COc1ccc(-c2cc(C)no2)cc1S(=O)(=O)Nc1ccc(NC(C)=O)cc1	103	111	5	99	0	108	98	-11
NC(=O)C1(N2CCCCC2)CCN(C(=O)CSc2nc(C(F)(F)F)cc(=O)[nH]2)CC1	96	100	9	95	-1	.	97	-2
Oc1ccc(C[C@@H]2CNCCN2CC2CCCCC2)cc1	82	126	-8	91	-2	84	91	-4
O=C(NNc1nc2ccccc2s1)Nc1ccccc1	104	95	1	107	59*	110	107	2
CCOn1c(=O)c(-c2ccc(Cl)cc2)[n+]([O-])c2ccccc21	84	89	8	92	34	94	94	6
O=C(Cc1cccc2ccccc12)Nc1cc(C(=O)O)cc(C(=O)O)c1	106	92	-5	102	-3	103	105	3
NC(=O)c1ccc(SCC(=O)OCC(=O)N2CCCC2=O)c([N+](=O)[O-])c1	97	93	-4	94	-1	97	96	-11
COc1ccc(-n2nc(C(=O)NCC(=O)NCCCN3CCOCC3)c3ccccc3c2=O)cc1OC	103	95	-6	106	0	102	119	4
N#Cc1cn(CC(=O)N2CCCC2)c2ccccc12	96	85	-2	92	2	96	.	2
C/C(CCN1CCc2nc(-c3ccccc3)c(-c3ccccc3)cc2C1)=N\O[C@@H](C)c1cc(-c2c(C)cc(C)cc2C)no1	97	115	0	101	6	89	92	2
Cc1ccc(NC(=O)c2ccc(S(=O)(=O)Nc3c(C)n(C)n(-c4ccccc4)c3=O)cc2)nc1	96	107	10	101	0	101	90	-1
COC(=O)c1ccc2c(c1)NC(=O)C(N1CCOCC1)S2 (configuration not stated)	108	112	1	96	-1	101	100	-6
CC(C)=CCc1cc([C@@H]2CC(=O)c3ccc(O)c(CC=C(C)C)c3O2)ccc1O	?	96[may fluoresce red]	-10	?	0	?	98[may fluoresce red]	9
Cc1cc(C)n(C(=O)c2cccc([N+](=O)[O-])c2)n1	99	84	-5	103	-3	96	102	-4
O=c1c2ccccc2nc(/C=C/c2cc(Br)ccc2O)n1CCO	97	107	2	97	19	103	103	11
COc1nc(Nc2ccc3c(c2)OCO3)nc(OC)n1	101	100	2	103	119*	95	88	2
O=C(Nc1ccc(Cl)cc1)OCc1cn(-c2ccc(Cl)cc2)nn1	99	107	-1	99	8	104	97	-6
O=c1c2ccccc2cnn1Cc1nnc(-c2cccs2)o1	111	113	-4	112	4	107	110	11
COc1ccc(Oc2nc(C)nc3c2oc2ccccc23)cc1	99	98	3	97	27	91	.	-3
CCc1nc(Cl)c(C#N)c2c1CCCC2	98	100	-3	100	-2	99	94	1
Clc1ccc2nc(-c3ccccc3)cn2c1	104	93	2	98	24	99	99	-5
Cc1ccc(CNC(=O)COC(=O)c2cnc(C)cn2)cc1	96	94	-6	99	6	98	93	2
CC(c1nc2ccccc2c(=O)[nH]1)N1CCN(C)CC1 (configuration not stated)	89	82	12	85	-1	93	87	8
COC(=O)c1ccc(C2NC(=O)c3ccccc3O2)cc1 (configuration not stated)	100	98	-3	102	2	101	91	6
N#Cc1sc2nc(C3CC3)cc(-c3ccccc3)c2c1N	89	91	17	97	2	85	88	-23
O=C(NCc1ccccc1)c1onc(CSc2ccc(F)c(F)c2)c1C(=O)NCc1ccccc1	90	106	-4	98	-4	87	85	2
O=C(O)c1ccccc1NC(=O)c1cc2ccccc2oc1=O	111	98	.	107	.	103	108	.
CC(=O)Nc1ccc(S(=O)(=O)N2CCN(S(=O)(=O)c3ccc(F)c(F)c3F)CC2)cc1	108	105	13	112	0	108	107	3
